CaV13 ICDI inh: Primary screen for inhibitors of IQ motif and Ca2+-dependent inactivation inhibitor domain binding in CACNA1D, Förster resonance energy transfer in living cells, …; inhibition, % at 12.3 µM; AID 743397; hit rate 0.098% among 340,000; HEK cells, CFP/YFP FRET ICDI-IQ, plate reader, 10 min; percent FRET-ratio fall versus neutral wells;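 active = mean replicate inhibition of at least 30% and at least 1% of replicates passing that level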;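 also: 0% = median of the neutral control wells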
iPSC survival up: hiPSC single-cell survival enhancement; ATPlite luminescence; 100% = ROCK inhibitor wells, 0% = DMSO; survival enhancement, % at 20 µM; hit rate 0.044% among 360,000; AID 602274; in the data active = survival enhancement above about 18%;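 also: cells exposed to compounds for 16 hours before the ATP read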
Shn3 3UTR inh: reduces Shn3 3'UTR luciferase signal in osteoblasts. Clone20 osteoblast Shn3 3'UTR firefly luciferase, 24 h. hit rate 0.52% among 360,000. AID 588674. inhibition, % at 12.5 µM;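 active = mean inhibition of at least 75% with every replicate also reaching 75%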;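 also: 0% = median of neutral control wells and 100% = pilot-screen positive control compound; some compounds past the cut are filed as inactive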
MITF TRPM1 inh: MITF TRPM1 promoter inhibition in SK-MEL-5 cells; inhibition, % at 12.5 µM; SK-MEL-5 TRPM1 promoter luciferase, 24 h; hit rate 0.83% among 330,000; AID 488899;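 active = mean inhibition across replicates of 60% or more, whatever share of single replicates reaches that level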; also: values of inactives mirror those of a sister screen read the other way
PDI turbidity: blocks human protein disulfide isomerase activity. AID 588391. inhibition, % at 10 µM. hit rate 0.052% among 350,000. PDI insulin aggregation turbidity, A650, 90 min. P07237;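 active = mean inhibition across replicates of 30% or more, whatever share of single replicates reach that level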;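 also: absorbance from insulin aggregation driven by PDI reduction with DTT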
Target sequence (P07237 whole entry, looked up): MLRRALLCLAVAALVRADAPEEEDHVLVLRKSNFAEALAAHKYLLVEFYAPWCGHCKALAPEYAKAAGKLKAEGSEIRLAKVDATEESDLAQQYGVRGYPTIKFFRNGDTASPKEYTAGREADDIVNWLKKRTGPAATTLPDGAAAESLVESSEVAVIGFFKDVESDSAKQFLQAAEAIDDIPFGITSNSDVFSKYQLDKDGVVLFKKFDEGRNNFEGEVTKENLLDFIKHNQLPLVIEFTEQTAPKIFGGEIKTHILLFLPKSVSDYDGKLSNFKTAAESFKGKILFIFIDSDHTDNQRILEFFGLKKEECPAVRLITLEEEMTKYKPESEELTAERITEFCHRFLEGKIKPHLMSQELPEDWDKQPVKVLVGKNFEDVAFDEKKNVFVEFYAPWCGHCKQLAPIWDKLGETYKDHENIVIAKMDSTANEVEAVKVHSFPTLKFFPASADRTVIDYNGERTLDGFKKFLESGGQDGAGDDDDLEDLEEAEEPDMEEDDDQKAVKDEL
H9c2 protect: myocardial damage modulation in H9c2 cells; H9c2 cardiomyocytes, H2O2 injury protection, ATPLite, 2 h; protection from H2O2 cell death, % at 20 µM; hit rate 0.63% among 360,000; AID 588492;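 active = compounds giving at least 50% protection of heart cells from peroxide-induced death in the single-dose screen, raw or plate-pattern-corrected value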;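 also: 0% = DMSO wells with peroxide and 100% = DMSO wells without peroxide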
HIF-2a inh: blocks HIF-2a reporter activity. inhibition, % at 18.8 µM. 786-0 RCC cells HIF-2a reporter, luciferase luminescence, overnight. hit rate 0.72% among 360,000. AID 624352;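 active = inhibition of the luminescence signal of 40% or more relative to plate controls, in a single-dose primary screen at 18.75 µM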
NR2E3 ag-1: human photoreceptor-specific nuclear receptor agonism. CHO-S Gal4-NCOR/VP16-NR2E3 two-hybrid, luciferase. Q9Y5X4. hit rate 0.35% among 360,000. AID 602229. inhibition of corepressor binding, % at 3.98 µM;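 active = inhibition above the mean of all tested compounds plus 3 SD, cut at about 70% in these data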;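 also: 0% = DMSO with NR2E3 transfected cells and 100% = cells lacking NR2E3 construct; higher means lower luciferase signal from less NR2E3 corepressor binding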
Peg3 promoter: reduces Peg3 promoter-driven luciferase expression in HeLa; AID 588405; hit rate 1.7% among 360,000; inhibition, % at 20 µM; HeLa PEG-Prom luciferase reporter, luminescence, overnight;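 active = inhibition of at least 50% at 20 µM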
HTR2A ag: activates the mouse 5-HT2A serotonin receptor; CHO-K1 mHTR2A beta-arrestin complementation, luminescence; percent of 30 µM serotonin response; activation, % at 7.6 µM; hit rate 0.66% among 360,000;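 active = activation above a run cutoff, the mean activation of all tested compounds plus 3 SD, cut at about 14% in these data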;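 also: 0% = plate median of compound wells and 100% = 30 µM serotonin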
Target sequence (P35363 whole entry, looked up): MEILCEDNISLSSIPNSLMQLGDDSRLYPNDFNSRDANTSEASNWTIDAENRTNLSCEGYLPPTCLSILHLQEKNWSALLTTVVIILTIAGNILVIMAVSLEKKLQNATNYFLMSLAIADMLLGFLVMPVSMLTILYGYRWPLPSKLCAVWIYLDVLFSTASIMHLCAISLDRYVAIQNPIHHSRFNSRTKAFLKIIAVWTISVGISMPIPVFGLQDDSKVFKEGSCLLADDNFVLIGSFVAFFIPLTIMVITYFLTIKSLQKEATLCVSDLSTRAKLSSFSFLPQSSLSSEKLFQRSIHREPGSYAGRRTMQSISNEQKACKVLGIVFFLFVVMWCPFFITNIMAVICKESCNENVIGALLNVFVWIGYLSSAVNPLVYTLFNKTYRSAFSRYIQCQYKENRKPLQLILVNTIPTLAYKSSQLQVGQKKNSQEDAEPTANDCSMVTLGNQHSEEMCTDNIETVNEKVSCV
NR2E3 ag-2: agonists of human nuclear receptor NR2E3 | hit rate 0.12% among 320,000 | GST-NR2E3/biotin-RetCOR TR-FRET, 1536-well | inhibition of corepressor binding, % at 4.78 µM | Q9Y5X4 | AID 2300;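 active = percent inhibition above the cutoff of mean plus 3 SD of all tested compounds, set per screening campaign, cut at about 20% in these data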;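 also: 0% = DMSO wells and 100% = biotin wells as full block of FRET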
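Assay system: NR2E3–RetCOR corepressor complex. Quantity: 1.35 nM GST-NR2E3. Buffer or medium: pH 7.5 Tris-based buffer. Reagent: biotinylated RetCOR corepressor at 7 nM final. Schedule: 5 h at 4 °C. Detection: TR-FRET, emission read at 617 and 671 nm. Replicates: one well per compound, singlicate testing.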
An asterisk follows results filed as active; / = no result given.

no.	compound	CaV13 ICDI inh	iPSC survival up	Shn3 3UTR inh	MITF TRPM1 inh	PDI turbidity	H9c2 protect	HIF-2a inh	NR2E3 ag-1	Peg3 promoter	HTR2A ag	NR2E3 ag-2
1	CCOC(=O)Cc1c(C)c2c(O)cc(O)cc2oc1=O	-4	-0.4	8	1	0	-2	-16	7	36	-2	8
2	CCOc1cc(NS(=O)(=O)c2ccc(NC(C)=O)cc2)c(OCC)cc1NC(=O)C(C)C	-4	-2.4	-16	-10	12	4	-1	-13	11	-1	0
3	COc1ccccc1C(=O)Nc1ccc2c(c1)OCO2	-4	-1.1	-50	-52	17	0	-245	-89	-237	0	-1
4	CCOC(=O)COc1coc(CN2CCN(c3ccccc3)CC2)cc1=O	-2	-0.4	10	-1	0	0	9	-2	-2	6	3
5	O=C(CCl)Nc1ccc(N2CCCCCC2)cc1	-4	-4.6	-12	-11	19	-7	5	5	84*	-5	0
6	O=C(NC1CCN(Cc2ccccc2)CC1)c1ccccc1NS(=O)(=O)c1ccc(F)c(F)c1	-5	-0.1	-8	3	2	4	-6	-3	15	-8	/
7	CC[C@]12c3[nH]c4ccc(Cl)cc4c3CCN1C(=O)[C@@H](CC(=O)NCc1cccc(C(F)(F)F)c1)C[C@@H]2C(=O)N1CCN(C(=O)c2ccco2)CC1	-6	2.3	13	17	-1	0	-30	-11	45	11	/
8	CN(CC(=O)Nc1c(Cl)cccc1Cl)C(=O)CCCN1C(=O)c2ccccc2C1=O	-6	1.0	-14	5	-2	3	6	19	-7	5	-2
9	O=C(COc1cccnc1[N+](=O)[O-])Nc1ccc(Cl)c(S(=O)(=O)N2CCOCC2)c1	-2	0.8	13	5	1	16	10	2	12	-3	-1
10	CC1(C)Cc2cccc(OCC(=O)Nc3ccc(OCC(N)=O)cc3)c2O1	-2	-0.5	2	-17	-4	2	18	-10	7	3	4
11	Nc1nc(NCCc2ccccc2)nc(NCc2ccccc2)c1[N+](=O)[O-]	-5	-0.2	3	-20	12	-12	-5	-6	33	-1	1
12	CN1CCN(C2CCN(c3cccc(Cl)c3)CC2)CC1CCO (centres undefined)	-4	-0.6	19	2	-8	15	13	-21	10	-6	/
13	CC(=O)NN1C(=O)c2ccc(Oc3cccc([N+](=O)[O-])c3)cc2C1=O	-2	-1.9	-9	7	14	7	2	-24	5	0	-2
14	COc1ccc(NS(=O)(=O)c2cc(N/C(=N\S(=O)(=O)c3ccccc3)c3ccc(F)cc3)ccc2Cl)cc1	-6	-0.9	17	18	-1	1	24	4	30	-6	-1
15	O=C(CNc1cccc(S(=O)(=O)N2CCCC2)c1)Nc1ccc(F)c(F)c1	-5	-0.5	14	6	2	-4	5	4	15	-4	5
16	Cn1c(=O)[nH]c(=O)c2c1nc(CN1CCN(c3ccc(F)cc3)CC1)n2CCc1ccccc1	-5	-0.8	16	-12	-1	-4	0	-10	24	-5	0
17	COc1ccc(/C=C2\SC(=O)N(CCNC(=O)Cc3coc4cc(OC)ccc34)C2=O)cc1	-3	-1.2	19	-18	-3	-3	-82	-4	-102	4	1
18	COC(=O)[C@]12CCCCC=C1N(Cc1ccccc1)C(=O)[C@H](CC(=O)NCCCN1CCCC1=O)C2	-5	-0.7	/	/	/	/	-1	-21	/	2	/
19	O=C(C[n+]1cccc(/C=N/O)c1)N1CCCc2ccccc21	-1	-0.6	20	-3	-4	-9	7	-7	4	-5	-1
20	Nc1cc(S(=O)(=O)O)cc([N+](=O)[O-])c1O	5	-0.6	15	3	-3	8	6	-26	2	0	-6
21	Cc1cc(=O)oc2cc(OCC(=O)N3CC[C@@]4(O)CCCC[C@H]4C3)ccc12	/	3.3	-47	8	/	-1	-9	-19	-2	7	4
22	O=C(CN=C1NS(=O)(=O)c2ccccc21)OCC(=O)c1ccccc1	-3	-0.4	-12	16	1	5	18	-15	2	-1	2
23	COc1cc(CNCc2ccc(C)cc2)cc(OC)c1OC	-19	-0.3	12	8	-4	-3	18	-19	-10	1	-1
24	CCCNC(=O)NCc1ccc(N2CCCC2=O)cc1	-4	-0.8	10	-3	14	-2	16	10	14	2	1
25	O=C(NC1CCCC1)C(c1cccnc1)N(C(=O)c1ccco1)c1ccc(F)cc1 (centres undefined)	-3	2.1	2	-2	11	20	9	-7	12	-1	-2
26	COc1cccc(Nc2nc(-c3ccc(O)cc3)cs2)c1	-7	0.3	-85	-88	-6	-10	-392	-59	-219	-5	2
27	O=C(N/N=C/c1ccc(Cl)c([N+](=O)[O-])c1)c1ccc2nc[nH]c2c1	-4	-0.4	-8	8	17	12	-9	1	8	-8	4
28	Cc1ccc(-c2nc(CSc3nc4ccccc4c(=O)n3CCO)cs2)cc1	-2	-0.9	5	-9	-9	-16	-20	10	-5	-5	3
29	CN(C)CC/C=C1/c2ccc(F)cc2Sc2ccc(Cl)cc21	5	-0.5	3	/	3	1	6	-15	33	-12	-2
30	Cc1ccccc1NC(=O)COC(=O)COc1ccc2c(c1)CCC2	-6	0.0	4	8	-5	1	11	11	-15	8	/

An excerpt of these results, with values under each structure:
Results follow in this order: CaV13 ICDI inh, iPSC survival up, Shn3 3UTR inh, MITF TRPM1 inh, PDI turbidity, H9c2 protect, HIF-2a inh, NR2E3 ag-1, Peg3 promoter, HTR2A ag, NR2E3 ag-2
24: CCCNC(=O)NCc1ccc(N2CCCC2=O)cc1
    -4, -0.8, 10, -3, 14, -2, 16, 10, 14, 2, 1
25: O=C(NC1CCCC1)C(c1cccnc1)N(C(=O)c1ccco1)c1ccc(F)cc1 (centres undefined)
    -3, 2.1, 2, -2, 11, 20, 9, -7, 12, -1, -2
26: COc1cccc(Nc2nc(-c3ccc(O)cc3)cs2)c1
    -7, 0.3, -85, -88, -6, -10, -392, -59, -219, -5, 2
27: O=C(N/N=C/c1ccc(Cl)c([N+](=O)[O-])c1)c1ccc2nc[nH]c2c1
    -4, -0.4, -8, 8, 17, 12, -9, 1, 8, -8, 4
28: Cc1ccc(-c2nc(CSc3nc4ccccc4c(=O)n3CCO)cs2)cc1
    -2, -0.9, 5, -9, -9, -16, -20, 10, -5, -5, 3

Continuation:
no.	compound	CaV13 ICDI inh	iPSC survival up	Shn3 3UTR inh	MITF TRPM1 inh	PDI turbidity	H9c2 protect	HIF-2a inh	NR2E3 ag-1	Peg3 promoter	HTR2A ag	NR2E3 ag-2
31	CCOC(=O)N1CCN(S(=O)(=O)c2ccc(OC)c3ccccc23)CC1	-6	2.9	2	4	-2	2	11	-16	8	-1	6
32	COC(=O)c1ccccc1NC(=O)Nc1cccc(C)n1	-4	1.2	11	4	14	12	1	-8	18	3	-2
33	Cc1cc(C(=O)CN2C(=O)CN(C)C2=O)c(C)n1-c1cccc(S(=O)(=O)N2CCOCC2)c1	-6	2.8	1	-3	2	6	17	12	-3	2	-4
34	CCCc1sc(N/N=C/c2ccccn2)nc1-c1ccc(F)cc1	/	-1.3	77	63*	-2	10	-95	-46	-42	-2	2
35	CC(C)(C)OC(=O)NN1CC(=O)N2Cc3[nH]c4ccccc4c3C[C@H]2C1=O	-4	-0.4	-3	-9	0	8	15	-21	7	-1	4
36	COc1ccc(Nc2oc(-c3ccc(OC)cc3)nc2C#N)cc1	-4	-0.6	-92	-60	3	-5	-221	-81	-130	2	2
37	CCOC(=O)c1c(C)[nH]c(C(=O)COC(=O)c2ccc(F)c(S(=O)(=O)N3CCOCC3)c2)c1C	/	-3.9	6	-1	-19	-6	9	-9	-14	3	0
38	COc1ccc(C(=O)NCCS(=O)(=O)NC2CCCC2)cc1	-5	1.6	-12	2	5	-3	4	-11	5	-9	-2
39	CCOC(=O)N1CCC(NC(=O)CCC(=O)N2CCOc3ccc(C)cc32)CC1	-5	4.8	8	2	-3	-1	12	-39	17	-2	1
40	COc1ccc(C(=O)COC(=O)CNC(=O)c2ccc(OC)cc2)cc1	-4	-0.1	-19	-2	-2	0	6	-25	-1	1	-5

Reprinted from the part before: two entries, followed by the next part.
no.	compound	CaV13 ICDI inh	iPSC survival up	Shn3 3UTR inh	MITF TRPM1 inh	PDI turbidity	H9c2 protect	HIF-2a inh	NR2E3 ag-1	Peg3 promoter	HTR2A ag	NR2E3 ag-2
39	CCOC(=O)N1CCC(NC(=O)CCC(=O)N2CCOc3ccc(C)cc32)CC1	-5	4.8	8	2	-3	-1	12	-39	17	-2	1
40	COc1ccc(C(=O)COC(=O)CNC(=O)c2ccc(OC)cc2)cc1	-4	-0.1	-19	-2	-2	0	6	-25	-1	1	-5
41	Cn1c(=O)cc(OCCCC(=O)NCCN2CCN(c3ccccc3F)CC2)c2ccccc21	-3	0.3	-10	/	/	13	1	-15	-10	-4	4
42	COc1ccc(CNC(=O)CN2C(=O)NC(c3ccccc3)(c3ccccc3)C2=O)cc1	-6	0.9	-3	5	-2	7	25	9	-4	1	/
43	O=C(COC(=O)c1ccc[n+]([O-])c1)Nc1cc([N+](=O)[O-])ccc1Cl	-7	-0.4	-12	15	-11	2	-1	3	8	3	/
44	Cc1ccc(/C=C2\SC(=S)N(CCC(=O)N3CCOCC3)C2=O)cc1	-6	-0.3	-84	-17	-13	-8	-18	-28	-17	3	4
45	COc1ccccc1NC(=O)Cc1noc(CN(C)Cc2cccs2)n1	-4	-1.3	-4	21	0	4	14	-11	5	-5	2
46	CN(C)S(=O)(=O)c1ccc(N=Cc2c(C(F)(F)F)[nH]n(C)c2=O)cc1	2	0.2	-2	-6	-8	-1	16	-14	13	1	7
47	CC(=O)Nc1ccc(S(=O)(=O)n2nc(C)cc2C)cc1	/	-1.3	-16	-5	4	3	1	-3	-9	1	2
48	CCOc1ccc(NC(=O)CN(C)C(=O)Cn2c(=O)cnc3ccccc32)cc1OCC	-5	-0.4	-34	/	-4	-1	1	-5	9	-5	3
49	COc1ccc(NC(=S)NCC(O)c2ccccc2)c(OC)c1 (centres undefined)	-3	0.3	11	-2	-8	-3	17	-2	-10	-1	0
50	COc1ccc(/C=C2\SC(=O)N=C2N)cc1OC	-2	1.8	-5	-6	6	2	12	-28	6	0	0
51	O=C(O)CCCC(=O)N1CCC(C(O)(c2ccccc2)c2ccccc2)CC1	-9	0.2	-3	-5	-5	0	8	-10	5	-6	1
